Mtb UGM inh – M. tuberculosis UGM enzyme inhibitors, primary screen, biochemical, fluorescence polarization, single point | 0.06% of 320,000 active | purified UGM, fluorescence polarization probe displacement | AID 504406, 2011 | inhibition, % at 10 µM; in the data active = inhibition above about 10%, passing the limit was not always enough
Target sequence (P9WIQ1 whole entry, looked up): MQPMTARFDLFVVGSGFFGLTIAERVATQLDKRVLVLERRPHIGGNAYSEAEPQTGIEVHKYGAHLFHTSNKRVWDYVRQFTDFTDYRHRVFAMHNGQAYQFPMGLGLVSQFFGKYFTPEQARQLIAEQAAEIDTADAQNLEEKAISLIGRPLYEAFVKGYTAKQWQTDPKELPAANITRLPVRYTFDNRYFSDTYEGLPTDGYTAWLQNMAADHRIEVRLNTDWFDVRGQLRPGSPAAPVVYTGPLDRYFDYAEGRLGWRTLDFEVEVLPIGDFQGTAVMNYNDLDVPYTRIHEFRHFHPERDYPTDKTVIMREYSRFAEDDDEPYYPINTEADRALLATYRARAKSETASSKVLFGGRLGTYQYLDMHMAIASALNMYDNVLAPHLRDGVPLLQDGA
FBA Mtb inh – Mtb FBA enzyme inhibitors, primary screen, biochemical, fluorescence, strain H37Rv; Fructose-bisphosphate aldolase (Mycobacterium tuberculosis (strain ATCC 25618 / H37Rv)), …; purified M. tuberculosis FBA, fluorescence read-out; inhibition, % at 1 µM; 2.3% of 360,000 active; in the data active = inhibition above about 27%;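 also: 0% = vehicle and 100% = reference inhibitor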
Target sequence (P9WQA3 whole entry, looked up): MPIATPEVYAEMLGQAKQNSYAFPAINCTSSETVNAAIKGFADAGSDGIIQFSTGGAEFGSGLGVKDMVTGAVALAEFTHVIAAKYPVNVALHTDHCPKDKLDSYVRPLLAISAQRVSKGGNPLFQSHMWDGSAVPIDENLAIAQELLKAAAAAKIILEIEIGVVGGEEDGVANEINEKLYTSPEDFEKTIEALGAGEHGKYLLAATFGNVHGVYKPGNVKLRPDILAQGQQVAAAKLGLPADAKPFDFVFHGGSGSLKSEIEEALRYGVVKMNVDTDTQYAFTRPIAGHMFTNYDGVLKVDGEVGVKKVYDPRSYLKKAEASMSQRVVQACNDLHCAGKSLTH
BioA inh – M. tuberculosis BioA enzyme inhibitors, primary screen, biochemical, plate reader, single point, HTS | purified M. tuberculosis BioA enzyme | 0.096% of 360,000 active | inhibition, % at 9.99 µM | 7,8-diaminopelargonic acid synthase BioA (Mycobacterium tuberculosis); in the data active = inhibition above about 40%
GDH-TPI counter – GDH-TPI coupling enzyme inhibitors, primary screen, artefact control for M. tuberculosis FBA inhibitor project, biochemical, absorbance, full deck | GDH-TPI coupled enzyme counterscreen, NADH absorbance | inhibition, % at 4.8 µM | 1.2% of 360,000 active | AID 588335, 2011; in the data active = inhibition above about 30%;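 also: 0% = DMSO wells and 100% = wells lacking the enzyme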
PriA SSB inh – inhibitors of Klebsiella pneumoniae PriA binding to SSB C-terminal tail, primary screen, biochemical, AlphaScreen; AlphaScreen SSBct-PriA binding, biotinylated peptide; PriA–SSB C-terminal tail interaction (Klebsiella pneumoniae); 0.6% of 430,000 active; AID 1272365, 2023; inhibition, % at 33 µM; in the data active = inhibition mostly above about 37%, no sharp cut-off; inactive = mostly below about 20%;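 also: plate controls were negative control peptide for no effect and reference peptide for full effect; strong numbers were not always called active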
Vc quorum ag – inducers of Vibrio cholerae quorum light production without autoinducers, primary screen, BH1578 luxS cqsA deficient, single point | activation, % at 18.7 µM | 0.16% of 350,000 active | V. cholerae BH1578 lux reporter, luminescence, 6 h; in the data active = activation mostly above about 9.7%, no sharp cut-off; also: not every result past the cut was called active; inactives centre near 0; reference of the scale not given here
SARS 3CLpro inh – SARS-CoV 3CLpro protease inhibitors, primary screen, biochemical, quenched FRET | 0.14% of 290,000 active | inhibition, % at 6 µM | recombinant SARS-CoV 3CLpro, quenched FRET peptide cleavage; in the data active = inhibition above about 12%
Rv3671c inh – Rv3671c serine protease inhibitors, primary screen, biochemical, fluorescence polarization, M. tuberculosis H37Rv | AID 2606, 2010 | 0.048% of 320,000 active | inhibition, % at 5.96 µM | P9WHR9; in the data active = inhibition above about 38%;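 also: extracellular domain of Rv3671c used as enzyme; 0% = enzyme with DMSO and 100% = no enzyme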
VHR inh abs – VHR1 phosphatase inhibitors, primary screen, biochemical, absorbance, uHTS; Dual specificity protein phosphatase 3 (Homo sapiens), P51452; recombinant VHR phosphatase, pNPP absorbance; inhibition, % at 13.3 µM; 0.52% of 290,000 active; in the data active = inhibition above about 50%; also: some compounds called inactive have numbers as strong as hits
Target sequence (P51452 whole entry, looked up): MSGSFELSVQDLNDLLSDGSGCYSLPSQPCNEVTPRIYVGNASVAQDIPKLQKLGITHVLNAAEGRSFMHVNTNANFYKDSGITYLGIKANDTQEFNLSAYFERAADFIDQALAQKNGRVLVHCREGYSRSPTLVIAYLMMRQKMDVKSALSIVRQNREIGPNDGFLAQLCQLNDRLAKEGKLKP
MazEF act – activators of E. coli MazEF toxin-antitoxin RNase, primary screen, biochemical, fluorescence, uHTS | FAM/BHQ RNA-DNA oligo cleavage fluorescence, 5 h | 0.32% of 350,000 active | Endoribonuclease toxin MazF (Escherichia coli (strain K12)), P0AE70 | activation, % at 20 µM; in the data active = activation above about 50%
Target sequence (P0AE70 whole entry, looked up): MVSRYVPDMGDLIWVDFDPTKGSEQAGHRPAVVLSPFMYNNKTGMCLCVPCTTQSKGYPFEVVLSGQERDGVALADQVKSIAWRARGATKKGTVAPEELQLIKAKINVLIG
The depositor's hits bear a star; i = inactive; x = not tested or not shown; & = joins results of further samples. This is a subset. The share of hits here may be higher or lower than overall.

SMILES	Mtb UGM inh	FBA Mtb inh	BioA inh	GDH-TPI counter	PriA SSB inh	Vc quorum ag	SARS 3CLpro inh	Rv3671c inh	VHR inh abs	MazEF act
CCOc1ccc(CNC(=O)Nc2ccccc2)cc1	-0.7	0.0	-0.8	0.6	11.9	-0.6	0.4	4.3	0.1	7.9
C=CCOCCN1C(=O)C2C(c3ccccc3)C=CC(c3ccccc3)C2C1=O (configuration not stated)	1.6	5.9	-0.8	-1.9	-19.0	1.4	1.3	0.8	10.7	-12.3
Cc1ccc(-c2csc(N3CCC(C(N)=O)CC3)n2)cc1	0.8	2.0	-1.0	4.4	6.6	8.1	x	7.6	x	-1.2
S=c1[nH]cc(-c2ccccc2)n1-c1cccc(Cl)c1	2.2	2.6	x	10.1	19.2&17.0	-0.2	2.5	-10.6	-3.9	7.0
COc1ccc(CCNC(N)=S)cc1OC	0.6	-0.5	0.5	-7.2	-11.7	-0.2	0.5	-2.9	0.1	-5.6
CCOC(=O)C1CCN(C(=O)c2ccc(Cl)c(S(=O)(=O)N3CCOCC3)c2)CC1	x	1.2	0.9	-0.6	9.7	-8.3	4.1	9.2	10.0	5.2
Cc1ccc(-c2cc(C(=O)O)c3cc(Br)ccc3n2)o1	3.9	5.0	1.6	18.8	-2.6	-0.3	-5.4	12.4	5.1	11.6
Cc1cccc(N(C)S(=O)(=O)c2c(C)noc2C)c1	-3.3	1.5	-1.5	2.6	-11.9	-0.3	2.6	8.0	-9.1	5.6
COc1ccc(C)cc1NC(=O)C(OC(=O)C1CC1)c1ccccc1 (configuration not stated)	-2.8	-4.2	-0.3	-3.8	-31.8	i	0.6	6.9	9.1	-19.3
COc1ccc([N+](=O)[O-])cc1NC(=O)C(C)N(C)Cc1cccc(OC)c1OC (configuration not stated)	-0.9	0.1	1.1	6.6	21.2	i	-3.0	-4.0	8.4	-6.3
c1ccc2cc(OCc3nc4ccccc4[nH]3)ccc2c1	-3.8	-0.7	-0.7	-3.7	-15.7	i	0.9	7.0	11.8	-3.1
CCC(=O)N1c2ccc(S(=O)(=O)N3CCN(CC)CC3)cc2CC1C (configuration not stated)	-0.3	-0.8	2.7	7.0	7.3	i	7.8	3.7	-0.7	10.0
COc1ccc(-c2cc(C(F)(F)F)nc(SCC(=O)Nc3cc(C)on3)n2)cc1OC	0.9	5.4	-0.6	22.5	-14.5	i	-1.9	2.0	6.4	2.4
O=C(CNC(=O)c1ccco1)NCc1ccc2c(c1)OCO2	-2.8	-2.5	-0.9	-1.0	-1.6	-0.7	x	-13.1	x	-1.7
CC[N+](CC)(CC=C(C)C)CC(=O)OC	-0.6	-1.7	x	8.6	-4.2	i	3.4	5.6	14.7	0.6
Cc1cc(C)n2c(=O)[nH]nc2c1	x	19.6	0.1	8.2	-1.2	i	x	x	x	-2.7
O=C(CCC1CCCCC1)Nc1ccc(S(=O)(=O)Nc2nccs2)cc1	2.6	4.7	-4.4	6.0	-1.0	6.2	0.9	-12.6	-4.2	-15.8
O=C(NCC1CCCO1)c1ccc(S(=O)(=O)N2CCCCC2)cc1 (configuration not stated)	-2.1	2.1	-0.4	0.4	-10.3	6.7	-0.7	3.9	7.2	1.7
Cc1c(Br)c([N+](=O)[O-])nn1CC(=O)c1ccccc1	0.6	2.4	x	-5.2	-7.6	-0.2	3.5	6.8	19.7	3.4
CSc1ccccc1NC(=O)c1cccnc1	-1.9	5.5	-1.0	9.2	-16.3	i	-8.4	4.0	2.6	0.9
CC1(C)CC(=O)C/C(=N\NC(=O)CCc2ccc(S(=O)(=O)N3CCOCC3)cc2)C1	1.4	-1.6	-4.5	5.7	x	i	-1.6	2.4	37.1	9.5
CCn1c(SCC(=O)Nc2nccs2)nnc1-c1ccc(S(=O)(=O)N2CCCCCC2)cc1	-1.7	-4.1	1.5	1.8	-6.5	-0.3	4.7	-8.4	26.9	3.3
O=C1C2C3C=CC(C3)C2C(=O)N1CC1CCCO1 (configuration not stated)	-1.2	-1.4	0.3	0.0	-16.3	2.6	-3.3	6.9	-2.0	-1.4
CCN1C(=O)C(CC(=O)Nc2ccc(OC)cc2)N(Cc2cccnc2)C1=S (configuration not stated)	2.1	-1.5	0.5	-12.0	-3.7	-0.4	2.3	1.8	28.7	-2.5
Cc1ccnc(NC(=O)c2oc3ccccc3c2C)c1	2.3	3.5	0.1	-1.4	-0.6	0.7	x	-6.1	x	10.4

Taken from the results shown (eight entries):
SMILES	Mtb UGM inh	FBA Mtb inh	BioA inh	GDH-TPI counter	PriA SSB inh	Vc quorum ag	SARS 3CLpro inh	Rv3671c inh	VHR inh abs	MazEF act
CCOc1ccc(CNC(=O)Nc2ccccc2)cc1	-0.7	0.0	-0.8	0.6	11.9	-0.6	0.4	4.3	0.1	7.9
C=CCOCCN1C(=O)C2C(c3ccccc3)C=CC(c3ccccc3)C2C1=O (configuration not stated)	1.6	5.9	-0.8	-1.9	-19.0	1.4	1.3	0.8	10.7	-12.3
Cc1ccc(-c2csc(N3CCC(C(N)=O)CC3)n2)cc1	0.8	2.0	-1.0	4.4	6.6	8.1	x	7.6	x	-1.2
S=c1[nH]cc(-c2ccccc2)n1-c1cccc(Cl)c1	2.2	2.6	x	10.1	19.2&17.0	-0.2	2.5	-10.6	-3.9	7.0
COc1ccc(CCNC(N)=S)cc1OC	0.6	-0.5	0.5	-7.2	-11.7	-0.2	0.5	-2.9	0.1	-5.6
CCOC(=O)C1CCN(C(=O)c2ccc(Cl)c(S(=O)(=O)N3CCOCC3)c2)CC1	x	1.2	0.9	-0.6	9.7	-8.3	4.1	9.2	10.0	5.2
Cc1ccc(-c2cc(C(=O)O)c3cc(Br)ccc3n2)o1	3.9	5.0	1.6	18.8	-2.6	-0.3	-5.4	12.4	5.1	11.6
Cc1cccc(N(C)S(=O)(=O)c2c(C)noc2C)c1	-3.3	1.5	-1.5	2.6	-11.9	-0.3	2.6	8.0	-9.1	5.6

(list continues)
SMILES	Mtb UGM inh	FBA Mtb inh	BioA inh	GDH-TPI counter	PriA SSB inh	Vc quorum ag	SARS 3CLpro inh	Rv3671c inh	VHR inh abs	MazEF act
O=[N+]([O-])c1cc(-c2nc3nc4ccccc4nc3n2CCc2ccccc2)cc([N+](=O)[O-])c1	2.4	2.4	x	11.2	5.2	-3.4	4.0	9.6	10.4	23.5
COc1cccc2cc(C(=O)N3CCN(C/C=C/c4ccccc4)CC3)c(=O)oc12	0.0	1.7	-0.3	7.0	8.8	x	0.2	2.0	-7.5	4.1
Cc1cccc(N2C(=NC(=O)c3ccccc3)SC3CS(=O)(=O)CC32)c1 (configuration not stated)	-0.4	-0.7	-1.0	-5.2	-6.3	-0.3	-0.2	-6.6	-4.0	0.8
O=C(CN1CCN(Cc2ccccc2)CC1)Nc1cccc(Br)c1	2.2	0.2	x	-2.2	-10.1	-0.3	2.1	-1.7	18.7	6.2
CC1(C)Cc2nc3nc(SCC(=O)NCCc4ccccc4)n(-c4ccccc4)c(=O)c3cc2CO1	-0.6	0.9	-0.3	6.1	-25.1	1.0	1.1	-6.6	17.3	8.1
O=C(N/N=C/c1ccccc1Br)C1CC1	0.8	2.2	-0.9	-6.1	x	-0.3	-1.6	-4.7	29.7	-7.7
Cc1ccccc1OCC(=O)Nc1ccc(N2CCN(C)CC2)c(Cl)c1	1.2	2.5	-0.1	1.5	-4.2	-0.2	-3.9	-5.8	27.7	3.7
COCCNC(=O)c1n[nH]c2ccccc12	-1.1	5.1	-1.1	0.0	-3.6	0.4	2.7	-8.0	2.3	2.1
COc1ccc(-c2cc(C(=O)NC3CCCC3)no2)cc1	0.6	-2.5	5.0	3.0	4.9	-0.3	1.1	2.9	29.3	5.8
O=S(=O)(NCC1CCCO1)c1ccc(S(=O)(=O)N(Cc2ccc(F)cc2)Cc2ccco2)cc1 (configuration not stated)	0.0	4.9	0.3	-5.7	-3.1	2.0	-4.3	11.3	-7.9	-1.8
COc1ccc(N2CCN(/C(=N\S(=O)(=O)c3ccccc3)Nc3nc(C)cc(C)n3)CC2)cc1	1.1	0.4	0.0	9.3	x	-3.2	3.0	-0.3	15.6	5.0
Cc1nn(Cc2ccc(F)cc2)c2sc(C(=O)Nc3ccc(N4CCOCC4)cc3N3CCOCC3)cc12	-0.1	-0.3	x	17.7	34.7	-0.7	-8.4	14.6	7.4	3.6
O=C1c2ccc(Cl)cc2S(=O)(=O)c2cccc(C(=O)N3CCC(Cc4ccccc4)CC3)c21	5.7	-1.0	-0.3	2.5	1.2	i	x	-1.3	x	-1.3
O=S(=O)(c1ccccc1)c1ccc(NCc2ccco2)cc1	0.8	2.3	-0.3	-1.2	5.8	i	9.6	1.7	-8.0	-1.1
COc1ccc(C(=O)O/N=C(\C)c2ccccc2)cc1	2.8	2.5	-0.5	8.4	x	i	0.5	5.4	-16.7	-3.2
N#C/C=C1\n2c(nc3ccccc32)OC12CCCCC2	-2.2	1.1	x	11.0	-1.7	-0.7	3.0	-6.9	15.9	3.9
COc1cc(C2C(C(C)=O)=C(O)C(=O)N2Cc2ccccc2)ccc1O (configuration not stated)	-0.8	2.0	-1.4	8.2	5.7	i	-0.2	x	27.1	49.2
Cc1[nH][nH]c(=O)c1C(c1ccc(Cl)cc1)c1c(C)[nH][nH]c1=O	1.4	0.2	1.0	-10.0	-4.7	0.9	-1.2	-2.1	26.1	5.1
O=C(NCCCN1CCOCC1)NC12CC3CC(CC(C3)C1)C2	3.2	0.5	-0.2	-11.6	-11.2	0.3	3.9	-11.8	13.6	6.5
Cc1ccc(-c2nc(CS(=O)CC(=O)N3CCN(c4ccccc4)CC3)c(C)o2)cc1 (configuration not stated)	0.4	-4.2	-0.1	-1.9	0.3	-0.4	0.1	-1.2	-9.0	0.2
Cc1nnc(SCC(=O)Nc2ncc3c(n2)CC(C)(C)CC3=O)s1	-3.5	4.0	-2.4	-7.4	-5.8	x	-0.9	7.1	-9.9	-3.2
CC(C(=O)N1CCc2ccccc21)n1cnc2c1c(=O)n(C)c(=O)n2C (configuration not stated)	1.4	-0.3	-0.1	2.5	-0.6	-0.4	x	-4.3	x	8.3
CCN(CCn1cccn1)Cc1ccccc1OCC(O)CN1CCc2ccccc2C1 (configuration not stated)	1.3	1.5	x	8.9	1.9	-0.4	-0.3	-10.6	21.9	-2.6
CNc1ncnc2c1cnn2C1CCCCO1 (configuration not stated)	x	2.1	-0.3	8.8	-7.1	-1.1	x	x	x	-1.8
Cc1cc(=O)oc2ccc(OCC(=O)O)cc12	-3.0	14.5	-0.9	11.0	-20.9	-0.7	1.5	-12.4	27.3	-4.8
Cn1cccc1C(=O)OCC(=O)Nc1ccc2c(c1)CCC2	-3.5	0.7	4.4	5.6	-11.1	i	5.1	1.1	15.4	2.0
Cc1cc(C)c(OCC(=O)OCC(=O)NC2CCC(C)CC2)c(C)c1 (configuration not stated)	-0.2	-0.4	-2.3	3.8	-15.0	i	x	1.6	x	-0.3
Cc1cccc(NC(=O)C2CCN(C(=O)NCc3ccccc3)CC2)c1C	-0.9	4.9	-3.8	5.4	-8.7	-0.2	3.1	-15.6	6.7	8.0
CCOC(=O)c1c(C)[nH]c(C)c1C(=O)CN1C(=O)NC(CC(C)C)C1=O (configuration not stated)	-2.8	3.1	1.1	11.2	-15.1	-5.0	4.0	-0.7	-14.5	4.5
COc1cc(/C=C/C(=O)OCC(=O)N2CCCC2)ccc1OCC#N	-0.6	9.9	-0.1	15.4	3.7	0.4	x	-0.5	x	0.4

Bioassay records (PubChem)
